# L3MBTL1 inh: L3MBTL1 (human) inhibition. Q9Y468. AlphaScreen L3MBTL1–H3K9me1 peptide binding. Potency, µM (doses to about 57.1 µM), inactives show top-dose activity, negative = inhibition, actives largely listed as inhibitors. actives 0.66% (n = 230,000). AID 485360; note: nearly all actives have a fitted effect of over 60% in size
#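 L3MBTL1 50 nM + b-AHA-H3(1-15)K9me1 75 nM, 30 min RT; compound added, 30 min RT; streptavidin donor/Ni-chelate acceptor beads 10 ug/mL each final, 30 min RT dark; AlphaScreen read.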
# TRb SRC2 PPI: disrupts binding of human TR beta to SRC2; AID 1469; actives 0.065% (n = 280,000); Potency, µM (highest dose often 106 µM), for inactives: top-dose activity change, negative = inhibition, hits mostly inhibitors; TRbeta-SRC2 peptide binding, fluorescence polarization; receptor liganded with 1 µM T3; P10828;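 note: plate controls were bound peptide for no effect and peptide without receptor for full effect; nearly all actives have a fitted effect of over 50% in size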
# Target sequence (P10828 whole entry, looked up): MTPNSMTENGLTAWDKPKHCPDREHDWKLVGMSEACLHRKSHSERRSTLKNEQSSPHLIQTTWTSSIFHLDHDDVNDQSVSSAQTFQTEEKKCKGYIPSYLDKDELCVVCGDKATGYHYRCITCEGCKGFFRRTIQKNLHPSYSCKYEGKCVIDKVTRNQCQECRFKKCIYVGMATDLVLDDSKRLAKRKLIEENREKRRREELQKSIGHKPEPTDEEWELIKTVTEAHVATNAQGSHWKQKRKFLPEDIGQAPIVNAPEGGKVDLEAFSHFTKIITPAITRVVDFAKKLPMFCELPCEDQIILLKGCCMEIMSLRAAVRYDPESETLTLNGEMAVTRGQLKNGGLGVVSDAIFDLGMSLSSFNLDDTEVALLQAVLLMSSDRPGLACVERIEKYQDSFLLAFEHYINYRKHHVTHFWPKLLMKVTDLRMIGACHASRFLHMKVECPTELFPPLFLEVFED
#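 TRb LBD 0.6 uM + Texas Red SRC2 peptide 20 nM, 1 uM T3, Tris buffer w/ 5% DMSO; compound pinned, 5 h RT; FP read ex 555/em 632; normalized to unbound and bound controls.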
# Tau ThT inhib: tau fibrillization inhibition (ThT binding). P10636. recombinant tau K18 P301L, heparin-induced fibrillization, ThT fluorescence. Potency, µM (series often up to 57.4 µM), for inactives: at the top dose activity, negative = inhibition, most hits filed as inhibitors. actives 2.1% (n = 270,000); note: nearly all actives have a fitted effect of over 55% in size
# Target sequence (P10636 561-689 P618L limits assumed): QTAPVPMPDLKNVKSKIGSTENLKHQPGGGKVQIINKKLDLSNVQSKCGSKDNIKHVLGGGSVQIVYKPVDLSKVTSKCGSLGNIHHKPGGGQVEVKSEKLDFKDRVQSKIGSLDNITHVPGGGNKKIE
#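 ThT emission at 510 nm, taken 1 hr after adding 30 uM dye, quantifies aggregates formed when 20 uM heparin acts on human tau K18 P301L for 6 hr at 37 C.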
# ALDH1A1 block: blocks purified human ALDH1A1 activity; P00352; Purified ALDH1A1, NADH fluorescence, propionaldehyde substrate; actives 7.3% (n = 220,000); Potency, µM (series often up to 75.3 µM), without a hit: at the top dose activity, negative = inhibition, actives largely listed as inhibitors; active = well fitted inhibition curve with a large enough effect, not every such curve was filed as active; inconclusive = small, poorly fitted or top-dose-only effect, or another doubt; inactive = no such curve, though single readings can be large or run the other way;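 note: plate controls were no enzyme wells and a reference inhibitor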
# Tau fluor cs: counter-screen for tau fibril formation inhibitors; Potency, µM (top dose mostly 57.7 µM), for the others: at the top dose activity change, negative = decrease; tau K18 P301L (four-repeat tau fragment) Alexa594 fluorescence, heparin fibrillization; actives 0.93% (n = 280,000); note: nearly all actives have a fitted effect of over 55% in size
#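 Human K18 P301L tau (15 uM unlabeled plus 0.24 uM Alexa 594-labeled, final) in 100 mM sodium acetate pH 7 was mixed with compound and 20 uM heparin and incubated 6 hr at 37 C.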
# Tau fibril FP: tau fibrillization inhibition (FP); P10636; K18 P301L tau heparin fibrillization, Alexa594 FP, 6 h; Potency, µM (highest dose often 57.7 µM), for inactives: at the top dose activity, negative = inhibition, actives largely listed as inhibitors; actives 0.39% (n = 280,000); AID 1468; note: nearly all actives have a fitted effect of over 55% in size
#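 Compound effects on tau fibrillization are measured by Alexa 594 fluorescence polarization (ex 555, em 632 nm). K18 P301L tau is used at 15 uM with 0.24 uM labeled tracer, and 20 uM heparin induces aggregation over 6 hr at 37 C.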
# TexasRed fluor: Texas Red fluorescence interference in TRb-SRC2 counter-screen; TRb/SRC2 Texas Red total fluorescence interference; Potency, µM (highest dose often 106 µM), without a hit: at the top dose fluorescence change, negative = quenching; actives 0.29% (n = 280,000); AID 1479; active = well fitted curve in either direction with a large enough effect; inconclusive = small, poorly fitted or top-dose-only effect
#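 Flags fluorescent or light-absorbing compounds by total fluorescence, S + 2P, at 555 nm excitation and 632 nm emission. Mixture: 20 nM Texas Red SRC2 peptide, 0.6 uM human TRb LBD, 1 uM T3, 5% DMSO; compound exposure 5 h at ambient temperature.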
# GLA spleen mod: alpha-galactosidase A (human) modulation | human spleen homogenate, 4MU-alpha-Gal fluorescence, 40 min | actives 0.008% (n = 240,000) | AID 2107 | P06280 | Potency, µM (doses to about 80 µM), inactives show at the top dose activity change, negative = inhibition, hits mostly inhibitors;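 note: 0% = enzyme with vehicle and -100% = no enzyme basal signal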
# Target sequence (P06280 32-429 limits assumed): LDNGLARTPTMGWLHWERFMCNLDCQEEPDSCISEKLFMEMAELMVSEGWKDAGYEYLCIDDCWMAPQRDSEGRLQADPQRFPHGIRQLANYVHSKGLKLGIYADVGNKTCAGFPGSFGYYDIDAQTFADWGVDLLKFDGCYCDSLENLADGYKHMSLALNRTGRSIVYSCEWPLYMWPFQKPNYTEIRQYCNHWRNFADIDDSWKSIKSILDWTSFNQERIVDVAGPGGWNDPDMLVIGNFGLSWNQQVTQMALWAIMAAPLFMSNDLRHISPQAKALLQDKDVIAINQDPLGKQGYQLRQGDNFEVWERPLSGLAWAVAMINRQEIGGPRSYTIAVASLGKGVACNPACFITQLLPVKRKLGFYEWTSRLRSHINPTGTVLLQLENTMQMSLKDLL
#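 Fluorogenic readout (Ex 365/Em 440 nm) of 4-methylumbelliferone released from 1 mM 4-MU-alpha-galactoside by spleen homogenate, 40 min at 37C, pH 5.0. Data normalized to no-enzyme and enzyme controls; Hill-equation AC50 from compound titrations.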
# * = called active by the depositor; u = inconclusive; x = not tested or not shown; & = joins results of further samples; [ ] = another dose, or the depositor's remark. Unless noted, calls come from the whole dose curve; as a rule, active = well fitted curve in the direction sought with a large enough effect; inconclusive = small, poorly fitted or top-dose-only effect, or another doubt; inactive = no such curve, though single readings can be large; an effect the other way counts as inactive or inconclusive. Unless noted, % is set by controls: 0 for no effect and ±100 for the full control effect; potency is the fitted concentration of half-maximal effect.
SMILES,L3MBTL1 inh,TRb SRC2 PPI,Tau ThT inhib,ALDH1A1 block,Tau fluor cs,Tau fibril FP,TexasRed fluor,GLA spleen mod
Cc1ccc(NC(=O)COC(=O)c2ccc(Cl)cc2)cc1S(=O)(=O)N(C)C,7.2%,5.5%,0.6%,u,u,u,-8.7%,-11.3%
Nc1nc(N)c(N=Nc2ccc(Cl)cc2)c(=O)[nH]1,-34.9%,-3.7%,u,9.8%,-2.2%,8.2%,-1.5%,5.4%
Cc1ccc(OCCn2c(=O)n(C)c3ccccc32)cc1,2.0%,3.1%,-9.4%,u,-14.2%,0.5%,-2.5%,-13.2%
COc1ccc(C2c3c(oc4ccccc4c3=O)C(=O)N2CC2CCCO2)cc1 (centres undefined),-2.5%,1.5%,-2.4%,u,3.4%,-3.5%,-2.6%,3.5%
Cc1ccc(C(=O)/C=C/c2c(C)nn(-c3ccccc3)c2Cl)cc1,x,-16.6%,u,u,-9.5%,12.8%,-1.1%,-2.3%
COc1ccccc1/C=N/NC(=O)CCn1cnc2ccccc21,6.1%,1.4%,-10.2%,7.1%,-7.3%,2.7%,-0.8%,0.2%
CC(C(=O)NCCS(=O)(=O)c1ccc(Cl)cc1)S(=O)(=O)c1ccc(Cl)cc1 (centres undefined),-8.2%,-0.6%,1.3%,5.6%,-0.9%,1.2%,-1.2%,-13.4%
CCCCc1ccc(-c2csc(/C(C#N)=C\c3ccco3)n2)cc1,12.7%,-1.9%,u,-5.3%,u,-2.2%,7.5%,-7.6%
Cc1cc(NC(=O)/C=C/c2ccc(F)cc2)n(-c2nc3ccccc3[nH]2)n1,19.9%,3.8%,0.0%,u,-16.2%,u,1.7%,-0.9%
CC(=O)Nc1ccc(CN2CCCC(CO)(Cc3cccc(Cl)c3)C2)cc1 (centres undefined),x,-1.1%,x,x,1.1%,-0.4%,-2.4%,-2.5%
CN=c1scc(-c2ccc([N+](=O)[O-])cc2)n1/N=C/c1ccco1,x,4.4%,3.55µM*,1.4%,-28.8%,-6.3%,0.4%,1.0%
Cc1ccc(-c2cc3ncc(C(=O)c4cc(Cl)c(C)cc4O)cn3n2)cc1,x,-4.0%,-14.0%,x,-15.3%,u,-1.5%,x
O=C(CCl)NCCNC(=O)c1cc(OCC(F)(F)F)ccc1OCC(F)(F)F,x,-2.7%,-6.9%,u,-4.6%,-1.4%,-2.2%,5.6%
COC(=O)Cn1c(=NC(=O)c2ccc(Cl)s2)sc2cc(F)ccc21,3.8%,6.0%,1.8%,u,-2.6%,-7.0%,4.0%,-4.1%
COC(=O)c1cc(C(=O)OC)n(Cc2ccc(F)cc2)c1C,14.1%,1.3%,1.1%,-5.8%,-6.1%,4.2%,-1.1%,4.8%
CCOc1ccc(N(C)C(CNS(=O)(=O)c2ccccc2)c2ccccc2)cc1 (centres undefined),x,-0.4%,-17.9%,x,u,5.3%,-1.5%,x
O=C1c2ccccc2CC1Sc1nnc(-c2ccncc2)o1 (centres undefined),x,4.2%,u,1µM*,-4.9%,4.8%,0.2%,8.8%
Cn1c(SCC(=O)NC2CCCC2)nnc1-c1ccc(S(=O)(=O)N2CCOCC2)cc1,-1.6%,-3.7%,-0.7%,u,-1.6%,-0.5%,1.4%,5.1%
COc1ccc(NC(=S)c2ccccc2)cc1,-7.6%,-1.9%,-17.8%,-6.5%,-7.1%,-11.2%,-1.1%,-0.7%
COc1ccc(CNC(=O)CCc2c(C)nc3c(c(C)nn3-c3ccccc3)c2C)cc1,x,-3.5%,5.0%,x,-9.7%,-3.2%,-1.3%,x
CCn1c(/C=C/c2cccc([N+](=O)[O-])c2)nc2ccccc2c1=O,-1.0%,6.3%,-9.0%,6.4%,-7.9%,-3.0%,-6.7%,3.9%
COc1cc2[nH]c(=O)n(CCC(=O)N3CCC(N4CCCCC4)CC3)c(=O)c2cc1OC,-1.5%,-7.5%,-2.7%,-9.7%,0.8%,-2.3%,-0.2%,4.7%
O=C(c1cccc2ccccc12)N1CCN(CC2CC=CCC2)CC1 (centres undefined),x,-7.2%,-9.1%,u,-7.4%,6.6%,-3.3%,-6.4%
Cc1ccc(OC(=O)CSc2nnc(-c3ccc4c(c3)OCO4)o2)c(C)c1,x,4.3%,-7.4%,x,0.5%,u,-3.4%,x
O=C(O)c1ccccc1-c1ccccc1C(=O)Nc1cccc(-c2nc3ccccc3o2)c1,7.4%,6.1%,-8.0%,8.6%,-7.5%,-2.1%,-1.9%,0.8%

# Next part:
SMILES,L3MBTL1 inh,TRb SRC2 PPI,Tau ThT inhib,ALDH1A1 block,Tau fluor cs,Tau fibril FP,TexasRed fluor,GLA spleen mod
CC(C)n1cnc2c(N(C)c3ccccc3)nc(N(CCN(C)C)Cc3ccccc3)nc21,x,-15.5%,u,x,-4.7%,3.2%,-2.2%,12.3%
Oc1c(C(c2ccc(Cl)cc2Cl)N2CCN(c3ccccc3)CC2)sc2nc(-c3ccco3)nn12 (centres undefined),x,-0.1%,u,x,u,-11.0%,-0.5%,x
CC(=O)c1ccc(NC(=S)NCC(c2ccco2)N2CCCC2)cc1 (centres undefined),x,3.5%,-12.5%,u,-11.8%,-4.0%,0.6%,3.4%
Cn1c(=O)c(C(=O)Nc2ccccc2S(N)(=O)=O)c(O)c2ccccc21,7.5%,-3.6%,-3.0%,-6.7%,-0.6%,7.0%,-3.6%,-4.6%
CCCCCCn1c(=O)[nH]c2c(c1=O)CCC2,3.2%,-3.6%,6.5%,x,11.2%,0.0%,-1.1%,4.3%
COc1ccc(C2c3c(n(C)c4ccccc34)C(=O)N2CC(=O)Nc2cc(Cl)ccc2C)cc1 (centres undefined),x,-7.3%,8.3%,x,-15.7%,-5.8%,-0.1%,x
O=C(NCc1cccnc1)c1cnc2n(c1=O)CCS2,2.9%,-2.5%,-1.1%,2.4%,-1.0%,1.7%,-3.3%,7.5%
O=C1CC(c2ccc(Cl)c([N+](=O)[O-])c2)c2ccc3ccccc3c2N1 (centres undefined),16.1%,1.0%,17.8%,u,4.2%,5.1%,-11.0%,-1.6%
COc1cccc(N=Nc2c(N)[nH][nH]c2=O)c1,-7.7%,-4.4%,u,-0.5%,-28.5%,2.3%,2.3%,-7.9%
Cc1ccc(-n2nc(C)c3c(C(=O)Nc4ccccc4C(F)(F)F)cc(C)nc32)cc1,x,7.1%,-4.8%,x,-20.6%,0.1%,-3.3%,x
CCOc1cc(NC(=S)NCCCN2CCOCC2)c(OCC)cc1NC(=O)CC(C)C,0.4%,-5.6%,6.2%,6.5%,2.8%,11.3%,0.4%,11.3%
COc1ccccc1-c1nc2c3c(-c4ccccc4)c(-c4ccccc4)oc3ncn2n1,x,2.6%,-1.8%,x,-7.8%,4.4%,1.2%,x
CCN(CCNc1ccc(Cl)cc1[N+](=O)[O-])C(=O)c1cc([N+](=O)[O-])c(N(C)C)cc1OC,u,-2.0%,u,u,-7.8%,6.5%,-2.2%,-25.7%
COc1ccccc1N(CCC#N)C(=O)CSc1ccc2c(c1)OCCO2,2.5%,-3.9%,-3.0%,-10.5%,-0.5%,-3.1%,0.5%,4.0%
COc1ccc(NC(=O)CC2C(=O)N(c3ccc(Cl)cc3)C(=S)N2NC(=O)c2cccc(F)c2)cc1 (centres undefined),-10.0%,-1.0%[53 µM],14.3%,4.7%,-13.4%,u,-0.4%[53 µM],-6.6%
CC(/C=N/NC(=O)c1cccs1)=C\c1ccco1,-27.8%,-3.6%,u,7.94µM*,-26.1%,-1.1%,-7.3%,-0.8%
Cc1ccccc1C(=O)NC(=S)Nc1sc2c(c1C#N)CCC(C)C2 (centres undefined),-11.3%,-5.5%,u,10µM*,-23.2%,-3.7%,-0.6%,8.8%
COc1cccc(-n2cnc3c(sc4nc(N5CCOCC5)c5c(c43)CCCC5)c2=O)c1,26.2%,-3.4%,-9.0%,u,-6.8%,4.7%,-4.6%,4.4%
c1ccc(Oc2cc(-n3cccn3)ncn2)cc1,x,-3.0%,-11.9%,-8.9%,-7.2%,-1.9%,-6.2%,u
CCNC(=S)NNC(=O)c1ccc2ncccc2c1,8.8%,2.9%,-17.2%,-2.2%,-3.2%,-7.3%,-0.5%,-1.0%
COc1cc(O)c(C(CC(=O)N2CCCC(C)C2)c2cc(OC)c(OC)c(OC)c2)c(OC)c1 (centres undefined),x,3.1%&-2.0%,1.6%,x,1.7%,-0.2%,-0.2%&-1.7%,-0.3%&-5.1%
CC(=O)c1ccc(NC(=O)Nc2sc3nc4n(c(=O)c3c2C)CCC(C)CC4)cc1 (centres undefined),x,11.3%,u,x,12.6µM*[quencher],u,-7.8%,x
C=CCCC/C=C(/C)C(OCc1ccc(OC)cc1)C(CC/C=C(\C)C(N)=O)OC (centres undefined),x,7.5%[11.2 µM],u,u,-15.3%[11.6 µM],-3.3%[11.6 µM],-2.4%[11.2 µM],8.6%[17.5 µM]
COc1cc(S(=O)(=O)N(Cc2ccc(C)cc2)Cc2ccco2)ccc1-n1cnnn1,x,-6.5%,-11.3%,12.6µM*,-18.1%,0.8%,-2.3%,-4.2%
COc1cc(/C=N/NC(=O)CNC(=O)c2ccco2)ccc1O,7.3%,0.2%,-6.6%,-5.9%,-0.9%,-3.0%,-1.9%,5.3%

# In the list so far, 5 contain a thiophene ring, fused or not.
SMILES,L3MBTL1 inh,TRb SRC2 PPI,Tau ThT inhib,ALDH1A1 block,Tau fluor cs,Tau fibril FP,TexasRed fluor,GLA spleen mod
COC(=O)Cn1c(=NC(=O)c2ccc(Cl)s2)sc2cc(F)ccc21,3.8%,6.0%,1.8%,u,-2.6%,-7.0%,4.0%,-4.1%
CC(/C=N/NC(=O)c1cccs1)=C\c1ccco1,-27.8%,-3.6%,u,7.94µM*,-26.1%,-1.1%,-7.3%,-0.8%
Cc1ccccc1C(=O)NC(=S)Nc1sc2c(c1C#N)CCC(C)C2 (centres undefined),-11.3%,-5.5%,u,10µM*,-23.2%,-3.7%,-0.6%,8.8%
COc1cccc(-n2cnc3c(sc4nc(N5CCOCC5)c5c(c43)CCCC5)c2=O)c1,26.2%,-3.4%,-9.0%,u,-6.8%,4.7%,-4.6%,4.4%
CC(=O)c1ccc(NC(=O)Nc2sc3nc4n(c(=O)c3c2C)CCC(C)CC4)cc1 (centres undefined),x,11.3%,u,x,12.6µM*[quencher],u,-7.8%,x
